Bioassay records: PubChem, several laboratories
Cardio protect = cardioprotection against H2O2-induced cell death, primary screen, uHTS, H9c2 cells, ATPLite luminescence; protection from H2O2 cell death, % at 20 µM; 360,000 compounds, 0.63% hits; H9c2 cardiomyocytes, H2O2 injury protection, 2 h; AID 588492, 2011;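 active = compounds giving at least 50% protection of heart cells from peroxide-induced death in the single-dose screen, raw or plate-pattern-corrected value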;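 note: 0% = DMSO wells with peroxide and 100% = DMSO wells without peroxide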
MC4R antag cAMP = MC4R antagonists of cAMP signaling, primary screen, cell-based, TR-FRET, antagonist arm of biased-ligand search. inhibition, % at 6.5 µM. 360,000 compounds, 0.48% hits. MC4R-expressing cells, MTII-stimulated cAMP, LANCE TR-FRET. AID 540295, 2011;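 active = inhibition above its plate's cutoff, the mean of tested wells on that plate plus 3 SD, cut at about 29% in these data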;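 note: 0% = Melanotan II alone and 100% = Melanotan II plus saturating MCL0020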
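Assay system: U2OS-MC4R stable cell line; Also added: Melanotan II; Technique: Eu-cAMP/anti-cAMP TR-FRET, emission 671 nm; Times: 30-min compound, 1-h challenge, 1-h detection, room temperature.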
HTR2A ag = mouse Htr2a agonists via beta-arrestin recruitment, primary screen, cell-based, luminescence | 5-hydroxytryptamine receptor 2A (Mus musculus), P35363 | CHO-K1 mHTR2A beta-arrestin complementation; percent of 30 µM serotonin response | activation, % at 7.6 µM | 360,000 compounds, 0.66% hits | AID 624169, 2012;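 active = activation above a run cutoff, the mean activation of all tested compounds plus 3 SD, cut at about 14% in these data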;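 note: 0% = plate median of compound wells and 100% = 30 µM serotonin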
CaV13 ICDI inh = Primary screen for inhibitors of IQ motif and Ca2+-dependent inactivation inhibitor domain binding in CACNA1D, Förster resonance energy transfer in living cells, … | HEK cells, CFP/YFP FRET ICDI-IQ, plate reader, 10 min; percent FRET-ratio fall versus neutral wells | inhibition, % at 12.3 µM | 340,000 compounds, 0.098% hits;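 active = mean replicate inhibition of at least 30% and at least 1% of replicates passing that level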;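 note: 0% = median of the neutral control wells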
ABHD5-PLIN5 inh = ABHD5-PLIN5 interaction inhibitors, primary screen, cell lysate, split luciferase complementation, luminescence. Perilipin-5 (Homo sapiens) + 1-acylglycerol-3-phosphate O-acyltransferase ABHD5 (Homo …. Split G. princeps luciferase complementation, 4 h. inhibition, % at 4 µM. 360,000 compounds, 0.78% hits. AID 602281, 2012;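 active = inhibition above the mean inhibition across every tested compound plus 3 SD, cut at about 22% in these data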;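 note: 0% = DMSO only wells and the 100% control is not disclosed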
Target sequence (Q00G26 whole entry, looked up): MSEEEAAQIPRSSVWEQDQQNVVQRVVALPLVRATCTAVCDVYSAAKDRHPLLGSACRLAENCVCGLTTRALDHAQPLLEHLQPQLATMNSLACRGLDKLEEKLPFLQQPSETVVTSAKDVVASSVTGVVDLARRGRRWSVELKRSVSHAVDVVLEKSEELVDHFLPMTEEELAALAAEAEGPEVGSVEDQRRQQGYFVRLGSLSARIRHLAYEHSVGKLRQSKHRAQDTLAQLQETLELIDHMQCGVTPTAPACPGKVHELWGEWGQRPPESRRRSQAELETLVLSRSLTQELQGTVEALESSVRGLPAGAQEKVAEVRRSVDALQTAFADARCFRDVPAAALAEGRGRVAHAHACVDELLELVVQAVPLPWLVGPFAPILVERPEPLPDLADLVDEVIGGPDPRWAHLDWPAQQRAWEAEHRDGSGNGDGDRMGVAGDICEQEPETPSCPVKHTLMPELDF
Target sequence (Q8WTS1 whole entry, looked up): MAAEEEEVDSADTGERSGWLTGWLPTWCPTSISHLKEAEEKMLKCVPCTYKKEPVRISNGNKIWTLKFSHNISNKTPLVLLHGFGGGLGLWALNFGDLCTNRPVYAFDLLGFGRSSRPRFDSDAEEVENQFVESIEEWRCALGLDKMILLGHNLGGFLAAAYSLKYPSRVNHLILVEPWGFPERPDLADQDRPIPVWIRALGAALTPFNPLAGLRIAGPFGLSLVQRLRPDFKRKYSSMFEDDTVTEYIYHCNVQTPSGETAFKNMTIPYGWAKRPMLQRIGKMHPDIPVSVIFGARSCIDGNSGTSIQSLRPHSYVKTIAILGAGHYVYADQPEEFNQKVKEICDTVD
N-glyco inh = increase of ERlucT glycosylation luciferase signal, primary screen, N-linked glycosylation inhibitor project, D54 ERlucT cells, luminescence, set 2 | D54 ERlucT glycosylation luciferase reporter, 24 h; percent of 100 nM tunicamycin response | reporter increase, % at 12.5 µM | 360,000 compounds, 0.23% hits;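 active = mean luciferase reporter signal, scaled so untreated is 0 and the glycosylation-blocking control 100, at or above a set limit in every replicate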;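 note: luciferase carries N-glycosylation sites so blocking glycosylation raises the light; 0% = median of neutral control wells and 100% = median of 100 nM tunicamycin wells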
Exocytosis inh = LAMP-1 surface exposure blockers, TALL-104 cells – cell-based, flow cytometry, MLPCN library, primary screen. TALL-104 LAMP-1 surface exposure; cells stimulated with thapsigargin and PMA. inhibition, % at 10 µM. 360,000 compounds, 0.66% hits. AID 651702, 2012;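 active = inhibition above about 55%, limit read from the data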
ABCB6 inh MLPCN = ABCB6 transporter inhibitors, primary screen, K562-ABCB6 cells, flow cytometry, MLPCN library; ATP-binding cassette sub-family B member 6 (Homo sapiens), Q9NP58; K562-ABCB6 porphyrin accumulation, 1 h; active compounds read low; fluorescence ratio to DMSO, % at 10 µM; 360,000 compounds, 0.19% hits; AID 602162, 2011;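 active = fluorescence ratio to DMSO below 75%, the collection mean minus 3 SD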;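 note: signal is porphyrin accumulated inside mitochondria; 100% equals median channel fluorescence of DMSO control wells; lower ratio means ABCB6 inhibition with less porphyrin fluorescence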
MC4R barr agon = MC4R agonists recruiting beta-arrestin, primary screen, cell-based, luminescence, agonist arm of biased-ligand search | Melanocortin receptor 4 (Homo sapiens), P32245 | U2OS MC4R beta-arrestin complementation; percent of melanotan II response, DMSO zero | activation, % at 8.9 µM | 360,000 compounds, 0.98% hits;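 active = activation above a per-plate cutoff, the mean activation of sample wells on that plate plus 3 SD, cut at about 8% in these data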
PDI inh = inhibitors of human PDI, primary screen, biochemical, turbidity, single point, plate reader. inhibition, % at 10 µM. PDI insulin aggregation turbidity, A650, 90 min. 350,000 compounds, 0.052% hits;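 active = mean inhibition across replicates of 30% or more, whatever share of single replicates reach that level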;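 note: absorbance from insulin aggregation driven by PDI reduction with DTT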
The depositor's hits bear a star; / = no result given.

SMILES	Cardio protect	MC4R antag cAMP	HTR2A ag	CaV13 ICDI inh	ABHD5-PLIN5 inh	N-glyco inh	Exocytosis inh	ABCB6 inh MLPCN	MC4R barr agon	PDI inh
Cc1c(Cl)cccc1NC(=S)N1CCC(N(C)CC2CCCO2)CC1 (centres undefined)	1	8	5	-7	-2	2	-2	99	0.2	-8
COc1ccc2c(C)nc(Nc3nc(C)c(C)c(=O)[nH]3)nc2c1	49	-14	2	-6	0	-14	-3	93	-1.9	8
COc1cc(C(C(=O)NC2CCCCC2)N(CCN2CCOCC2)C(=O)C2COc3ccccc3O2)cc(OC)c1OC (centres undefined)	-1	13	-3	8	-1	0	-6	102	-1.1	4
Nc1ccc2c(c1)sc1ccccc12	-5	-2	-3	-6	-7	1	-1	110	-1.2	-4
Cc1cc(C(=O)Nc2cc(C)n(Cc3ccc(Cl)cc3)n2)no1	-8	9	4	-5	2	-1	-1	97	-0.1	9
N#Cc1cn(Cc2ccco2)c(=O)[nH]c1=O	-2	2	-3	-5	-10	-1	10	101	-2.1	0
CCCS(=O)(=O)N1CCCC(C(=O)NCCCN2CCN(c3ccc(F)cc3)CC2)C1 (centres undefined)	-3	-4	-6	-5	9	1	-1	110	2.7	-8
CC(Sc1nnnn1-c1ccc(O)cc1)c1nc2ccccc2c(=O)[nH]1 (centres undefined)	11	-4	3	-13	1	5	-4	95	-2.8	18
Cc1cc(OCC(=O)NCCCN2CCOCC2)c2c(C)c(C)c(=O)oc2c1	-1	5	1	-5	1	4	-3	101	-3.6	-6
CC(=O)N1CCc2cc(S(=O)(=O)N3CCCCCC3)ccc21	-3	9	-1	-3	-6	-4	-8	108	0.2	3
CCCCN1C(=O)C(CC(=O)NCCN2CCOCC2)CC(C(=O)N(C(C)C)C(C)C)=C1C (centres undefined)	-8	18	-3	-5	1	3	-3	100	-0.6	-2
Cc1ccc(CNC(=O)C(c2ccccc2)c2ccccc2)cc1	-2	2	-1	-4	-2	-2	-16	91	1.0	7
O=C(O)c1nn(CC(=O)N2CCN(c3ncc(C(F)(F)F)cc3Cl)CC2)c(=O)c2ccccc12	13	-3	-2	-4	10	-1	18	91	1.6	8
CC(C)C[C@@H](CN)NC(=O)c1nc[nH]c1C(=O)N[C@@H](CC(C)C)C(=O)CNC[C@H](C)NC(=O)c1nc[nH]c1C(=O)N[C@@H](C)C(=O)O	5	2	9	-6	-3	2	-3	100	-2.0	-9
Fc1cccc(CCN2CCNC[C@@H]2Cc2ccccc2)c1	4	12	-16	-5	-24	-4	4	97	4.4	-4
CC(=O)Nc1ccc(/C(C)=N/NC(=O)c2ccc(CN3CCOCC3)cc2)cc1	10	9	-1	-2	-2	1	2	106	-3.3	-2
O=C(Nc1ccccc1Cl)C1C2CCCCC21 (centres undefined)	-1	4	-1	-5	2	1	-4	99	-1.2	17
Cc1ccc(C)c(OCCCN2CCNCC2)c1	2	2	0	-20	7	3	-3	97	-0.9	3
COc1ccc(Cc2ccc(OC)c(N)c2)cc1N	0	11	6	-8	9	0	-6	101	0.7	7
CCCN1Cc2cccc(C(=O)Nc3ccc(OC)c(OC)c3)c2C1=O	7	24	10	2	2	-1	0	101	0.4	-1

Overlap with the part before: 2 compounds, followed by the next part.
SMILES	Cardio protect	MC4R antag cAMP	HTR2A ag	CaV13 ICDI inh	ABHD5-PLIN5 inh	N-glyco inh	Exocytosis inh	ABCB6 inh MLPCN	MC4R barr agon	PDI inh
COc1ccc(Cc2ccc(OC)c(N)c2)cc1N	0	11	6	-8	9	0	-6	101	0.7	7
CCCN1Cc2cccc(C(=O)Nc3ccc(OC)c(OC)c3)c2C1=O	7	24	10	2	2	-1	0	101	0.4	-1
COCCNS(=O)(=O)c1ccc(C2CNC(=O)C2)cc1 (centres undefined)	2	8	1	-12	0	0	-1	104	-2.0	/
COc1ccc2nc(NC(=O)C3CCCN(S(=O)(=O)c4cccc5nsnc45)C3)sc2c1 (centres undefined)	3	6	-6	/	5	-5	-3	100	0.2	-5
CCOC(=O)Cc1nnc2c(Nc3ccc(C)cc3)nc3nonc3n12	-8	12	7	/	-4	2	-2	102	-0.1	-2
Cc1nn(-c2ccccc2)c(C)c1-c1nnc(-c2c(C)nn(-c3ccccc3)c2C)o1	39	7	4	-4	8	-8	-7	96	7.0	4
COc1ccc(NC(=S)NCCCN2CCOCC2)cc1	3	14	-6	-20	-2	1	9	95	0.2	-7
O=C(Nc1ccc(Cl)c(-c2nc3ccccc3[nH]2)c1)c1ccc2c(c1)OCO2	-1	10	-3	-4	5	0	-6	97	-1.1	5
CN1CCN(C(=O)c2ccc(Cl)c(S(=O)(=O)N3CCCCCC3)c2)CC1	0	-1	-2	-3	3	1	1	102	-0.3	10
COc1ccc(CCNS(=O)(=O)c2ccc3oc(C(=O)O)c(C)c3c2)cc1OC	5	11	-1	-9	1	-2	-2	91	-0.2	0
COc1cc(OC)cc(C(=O)NNC(=O)CCOc2ccccc2OC)c1	4	7	0	-2	3	-2	-4	104	-1.4	9
Cc1nc2ncnn2c(C)c1CCC(=O)N1CCCCC1	-1	-3	-1	-4	-1	2	1	87	-1.4	11
NC(=O)/C(=C/c1ccco1)NC(=O)c1ccc(Br)o1	13	6	4	-5	2	3	1	99	-0.7	-2
O=C(COc1ccccc1Cl)Nc1ccccc1C(=O)N1CCOCC1	-6	0	-2	-6	-5	3	-2	98	-1.0	1
CCOc1ccc(OCCNC(=O)c2ccc3c(c2)nnn3CC)cc1	-1	5	-1	-7	1	3	13	98	-3.6	8
Cc1nc(NC(=S)NC(=O)COc2ccc(Cl)cc2)ccc1Br	0	-3	-2	-5	-11	0	-2	89	-0.7	-4
CCOc1cc(C)nc(Oc2ccc(=O)[nH]n2)n1	-5	3	0	-10	-2	2	0	98	-2.3	9
CCOC(=O)N1CCN(C(=O)C[C@@H]2C[C@@]3(C(=O)OCC)CCCC=C3N(CCC3=CCCCC3)C2=O)CC1	/	/	4	-6	-1	/	1	/	/	/
CCC(C)c1ccc(NC(=O)COc2c(F)c(F)c(C(F)(F)F)c(F)c2F)cc1 (centres undefined)	-23	10	1	-10	-10	-5	1	101	-2.0	6
Cc1ccnc2nc(NC(=O)c3ccco3)nn12	0	-4	0	-3	6	-2	0	99	0.6	2
O=c1[nH][nH]c(=O)c2c1[nH]c(=S)n2Cc1ccccc1	8	6	8	-5	6	0	2	88	-3.2	8
CC(C)Oc1ccccc1-c1nc(SCC(=O)O)n[nH]1	0	0	-6	-4	-1	-2	12	98	1.5	3
COc1cccc(C(=O)C2CCCN(Cc3c(C)n(C)n(-c4ccccc4)c3=O)C2)c1 (centres undefined)	-2	11	0	-14	-4	0	-6	100	1.1	-5
CC(C)Cc1nc(SCC(=O)N2CCCC2)c2c(=O)n(C)c(=O)n(C)c2n1	-3	11	0	-5	-10	-1	0	116	1.2	1
COc1ccc(NC(=O)CNC(=O)Cn2c(C)cc3ccccc3c2=O)cc1OC	-14	7	-2	-6	-5	-2	0	100	-1.5	-3
c1ccc(C2=Nn3c(nnc3-c3ccncc3)SC2)cc1	4	7	-3	-5	4	-7	2	100	-1.1	-3
CCCc1nc2c(C)cc(Br)cn2c1Cc1cccc(F)c1	3	/	-3	-6	-5	-1	-2	100	/	/
CC(C)CNC(=O)c1ccccc1NC(=O)CSCc1ccccc1	4	-3	-2	/	-6	-2	2	93	0.6	-5
Cc1cc(=O)[nH]c(N/N=C/C=C/c2ccccc2)n1	1	-17	3	5	1	1	-7	100	-0.6	11
C=C1C(=O)O[C@@H]2[C@H]1[C@@H](OC(=O)/C(C)=C/C)C/C(C)=C\C(=O)/C=C(\C)[C@@H]2O	-17	25	6	-10	42*	8	-6	106	-1.9	1
Cc1cc(C(=O)CSc2nnc(-c3ccccc3)n2Cc2ccc3c(c2)OCO3)c(C)n1C	7	-1	7	-5	-2	-4	1	98	0.4	3
CCOc1nnc(C)c2c(C)n(-c3ccc(Cl)cc3)nc12	34	2	-4	-5	6	5	-4	99	-2.3	-12
Cc1ccc(CSCC(=O)N(CCC(C)C)c2c(N)n(Cc3ccccc3)c(=O)[nH]c2=O)cc1	1	15	6	-1	-7	-1	1	101	-1.5	5
Cc1cc(NC(=O)CN2CCCC2c2nc3ccccc3s2)no1 (centres undefined)	2	1	4	-4	-2	-1	-2	92	2.0	1
Cn1c(CN2CCCCC2)nc2cc(NC(=O)c3ccc(Cl)cc3)ccc21	-8	12	1	-4	-3	-5	6	98	-0.9	5
O=C(O)Cc1c(C(=O)O)nnn1-c1ccc(Cl)cc1Cl	4	7	3	-4	0	2	-3	101	-1.2	17
COc1ccccc1CNC(=O)CCNS(=O)(=O)c1cccc2nsnc12	6	-3	-1	-8	-1	-1	0	96	-0.4	-4
CCOc1ccc(OCC(=O)Nc2ccc(OC)cc2[N+](=O)[O-])cc1	1	-6	-2	-7	1	4	-1	100	0.8	-22
Cc1ccc(C(=O)C2=C(O)C(=O)N(Cc3ccco3)C2c2cccc(Cl)c2)o1 (centres undefined)	-7	4	6	-6	-20	0	-3	94	-2.2	-1
Nn1c(SCC(=O)Nc2ccccc2F)nnc1C1CCCCC1	-2	4	4	-7	0	2	-2	87	-1.9	9
O=C(Nc1ccccc1)C(CCCCN1C(=O)c2ccccc2C1=O)N1C(=O)c2ccccc2C1=O (centres undefined)	2	1	-10	-6	-5	-1	-9	94	-0.4	1
Cc1ccc(Nc2cc(C)nc(N3CCOCC3)n2)c(C)c1	-4	2	-6	-15	6	-1	-3	97	-1.8	10
CC(=O)Nc1cc(NC(C)=O)ncn1	1	3	5	-12	5	2	-1	90	-0.7	-2
COCCNC(=O)c1cc(-c2ccccc2)nn1CC1CC(c2cccc([N+](=O)[O-])c2)=NO1 (centres undefined)	-5	4	-4	-6	-3	-1	2	96	-1.3	-5
O=C(c1cccc(-c2ccco2)c1)N1CCCC(N2CCN(c3ccc(F)cc3)CC2)C1 (centres undefined)	0	22	-8	/	5	-3	5	100	-2.0	-2
Cn1c(=O)c2c(n3cnnc13)-c1ccccc1CC21CCCC1	4	-4	6	-8	1	-1	1	97	-0.3	-4
COc1ccc(OC)c(CCNC(=O)c2ccc3c(c2)N(Cc2ccc(F)cc2)CCS3)c1	-2	7	-6	/	0	0	12	101	-3.8	-1
COc1ccc(O)c(/C=N/NC(=S)Nc2cccnc2)c1	3	-7	-1	-6	1	-7	-5	99	-2.3	6
